# DUSP3 inh = DUSP3 (human) phosphatase inhibition. 0.52% of 290,000 active. recombinant VHR phosphatase, pNPP absorbance. inhibition, % at 13.3 µM. AID 1654; in the data active = inhibition above about 50%; note: some compounds called inactive have numbers as strong as hits
# Target sequence (P51452 whole entry, looked up): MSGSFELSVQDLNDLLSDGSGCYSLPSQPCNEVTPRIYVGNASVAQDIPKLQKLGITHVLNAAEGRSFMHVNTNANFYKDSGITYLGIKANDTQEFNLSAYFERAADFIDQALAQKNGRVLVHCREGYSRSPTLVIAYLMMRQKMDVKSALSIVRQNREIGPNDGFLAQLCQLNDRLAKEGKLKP
# Yp Topo-I inh = blocks Yersinia pestis topoisomerase I activity | 0.064% of 360,000 active | AID 504884 | Y. pestis Topo-I cleavage product accumulation, plate reader | activity, % at 10 µM; in the data active = activity above about 50%, passing the limit was not always enough; note: inactives centre near 2
# SARS 3CLpro inh = SARS-CoV 3CLpro protease inhibition. inhibition, % at 6 µM. 0.14% of 290,000 active. recombinant SARS-CoV 3CLpro, quenched FRET peptide cleavage. AID 1706; in the data active = inhibition above about 12%
# MazF activator = increases E. coli MazEF RNase cleavage of RNA. P0AE70. FAM/BHQ RNA-DNA oligo cleavage fluorescence, 5 h. activation, % at 20 µM. 0.32% of 350,000 active. AID 504720; in the data active = activation above about 50%
# Target sequence (P0AE70 whole entry, looked up): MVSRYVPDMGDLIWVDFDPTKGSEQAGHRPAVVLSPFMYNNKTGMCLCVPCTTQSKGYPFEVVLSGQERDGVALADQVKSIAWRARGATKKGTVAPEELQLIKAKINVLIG
# Anthrax LF prot = blocks Bacillus anthracis lethal factor protease; multiplex microsphere protease cleavage assay, LF; AID 588501; 0.12% of 360,000 active; P15917; inhibition, % at 10 µM; in the data active = inhibition above about 30%; note: plate controls were buffer without enzyme for full effect and enzyme alone for no effect
# Target sequence (P15917 whole entry, looked up): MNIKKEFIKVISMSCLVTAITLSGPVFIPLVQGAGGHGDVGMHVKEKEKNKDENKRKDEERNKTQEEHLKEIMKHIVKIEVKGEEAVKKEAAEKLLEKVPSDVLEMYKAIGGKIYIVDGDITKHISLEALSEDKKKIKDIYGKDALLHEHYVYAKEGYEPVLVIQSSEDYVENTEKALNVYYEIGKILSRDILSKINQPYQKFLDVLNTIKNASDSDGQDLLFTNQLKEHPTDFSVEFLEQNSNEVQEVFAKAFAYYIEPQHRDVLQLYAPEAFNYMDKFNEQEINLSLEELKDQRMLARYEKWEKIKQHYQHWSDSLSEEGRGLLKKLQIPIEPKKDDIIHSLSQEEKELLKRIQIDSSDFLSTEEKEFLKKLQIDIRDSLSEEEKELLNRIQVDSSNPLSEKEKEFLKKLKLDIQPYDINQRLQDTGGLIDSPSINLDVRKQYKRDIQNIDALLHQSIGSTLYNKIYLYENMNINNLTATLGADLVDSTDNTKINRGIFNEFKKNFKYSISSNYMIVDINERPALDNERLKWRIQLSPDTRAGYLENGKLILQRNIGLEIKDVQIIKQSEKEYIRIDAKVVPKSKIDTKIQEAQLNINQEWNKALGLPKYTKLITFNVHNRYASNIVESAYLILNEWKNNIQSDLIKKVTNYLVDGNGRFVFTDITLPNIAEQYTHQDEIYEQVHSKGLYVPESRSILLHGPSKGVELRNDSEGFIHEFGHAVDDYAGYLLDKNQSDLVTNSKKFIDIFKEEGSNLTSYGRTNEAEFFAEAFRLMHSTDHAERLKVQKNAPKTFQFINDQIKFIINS
# Vc quorum ag = inducers of Vibrio cholerae quorum light production without autoinducers | 0.16% of 350,000 active | V. cholerae BH1578 lux reporter, luminescence, 6 h | activation, % at 18.7 µM; in the data active = activation mostly above about 9.7%, no sharp cut-off; note: not every result past the cut was called active; inactives centre near 0; reference of the scale not given here
# PfHsp40 rescue = restores yeast growth despite PfHsp40 toxicity. growth rescue, % at 12.5 µM. S. cerevisiae expressing PfHsp40, growth rescue, ATP luminescence. 0.68% of 340,000 active; in the data active = growth rescue above about 28%, passing the limit was not always enough;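 note: yeast W303a lacking pdr1 and pdr3 grown in galactose medium; growth measured after three days at 30 °C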
# PriA SSB inh = inhibitors of Klebsiella pneumoniae PriA binding to SSB C-terminal tail; AlphaScreen SSBct-PriA binding, biotinylated peptide; inhibition, % at 33 µM; 0.6% of 430,000 active; AID 1272365; in the data active = inhibition mostly above about 37%, no sharp cut-off; inactive = mostly below about 20%;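 note: plate controls were negative control peptide for no effect and reference peptide for full effect; strong numbers were not always called active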
# TcdB inh = TcdB glycohydrolase inhibition | P18177 | TcdB glycohydrolase enzymatic assay, plate reader | inhibition, % at 9.99 µM | 0.24% of 350,000 active; in the data active = inhibition above about 10%
# Rv3671c inh = Rv3671c (M. tuberculosis) protease inhibition; inhibition, % at 5.96 µM; 0.048% of 320,000 active; in the data active = inhibition above about 38%;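 note: extracellular domain of Rv3671c used as enzyme; 0% = enzyme with DMSO and 100% = no enzyme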
# Active calls of the source: *; i = inactive; . = no result given; & = joins results of further samples. Only part of the results is shown; the hit share may differ from the screen's.
SMILES,DUSP3 inh,Yp Topo-I inh,SARS 3CLpro inh,MazF activator,Anthrax LF prot,Vc quorum ag,PfHsp40 rescue,PriA SSB inh,TcdB inh,Rv3671c inh
CC1CN(C(=O)C(C)N2C(=O)c3ccccc3C2=O)CC(C)O1 (stereo unspecified),4.4,-7.6,0.6,4.3,-1.2,i,-0.9,-10.6,.,1.9
C/C(=N\NC(=O)CSc1nc2ccccc2[nH]1)c1ccncc1,10.8,-13.7,0.2,-6.9,-3.6,i,-1.2,.,-0.5,2.2
Cc1cc(C)c2c(n1)SCC(=O)N2CC(=O)Nc1ccccc1Cl,5.5,0.8,-0.3,7.5,-5.7,-0.4,-1.0,-14.3,0.9,-3.9
COCCNC(=O)Nc1ccc2nc(-c3ccco3)c(-c3ccco3)nc2c1,35.6,-0.3,1.1,12.9,-7.8,-1.6,1.2,12.8,-1.2,26.2
O=c1[nH]c(CN2CCN(c3ncccn3)CC2)nc2c(Br)cc(Br)cc12,11.2,7.6,-0.6,-8.0,-6.1,0.4,0.9,-3.5,1.7,-5.5
CCO/C(C)=N/n1c2nc3ccccc3nc2c2c(=O)n(C3CCCC3)c(C)nc21,28.6,-1.6,0.9,7.8,3.4,0.5,0.1,.,.,3.2
CC(=O)/C=C/n1c(=S)oc2ccccc21,-12.9,.,9.0,6.5,.,.,.,6.2,-0.4,-56.8
CC1CCCC(NC(=O)c2cccc(S(=O)(=O)NCc3ccccc3)c2)C1C (stereo unspecified),.,7.3,.,4.0,0.3,0.4,2.5,1.0,-0.2,2.9
O=[N+]([O-])c1ccc(NCCNS(=O)(=O)c2ccccc2)cc1,16.4,-13.9,3.2,4.2,-4.7,-0.6,2.6,0.6,2.1,8.7
Cc1ccc(S(=O)(=O)CC(=O)N2CC(C)OC(C)C2)cc1 (stereo unspecified),0.3,1.2,-5.1,-0.7,-0.5,i,0.3,-3.7,1.2,-7.9
COc1ccc(S(=O)(=O)Nc2ccc(S(=O)(=O)N3CCCC3)cc2)cc1,-0.2,0.2,1.7,4.9,-7.4,-1.5,-1.8,-9.6,.,8.1
NC(=O)NC(CC(=O)NCCc1ccc(S(N)(=O)=O)cc1)c1ccc(Cl)cc1 (stereo unspecified),9.5,-4.1,1.1,10.4,-0.7,-0.5,-1.2,-7.3,0.9,-3.6
CC(c1ccccc1)C1OCC(C[N+]2(C)CCCCC2)O1 (stereo unspecified),39.9,1.1,6.8,4.8,-5.1,-0.2,-0.4,-0.8,1.7,-4.1
O=C(Nc1nc(-c2ccc(-c3ccccc3)cc2)cs1)c1cnccn1,2.6,-2.7,-2.5,-18.5,-2.0,-0.2,-1.4,-12.9,0.5,13.5
Cc1cccc(CC2CC(=O)N(C3CCCCC3)C2=O)c1 (stereo unspecified),-8.6,20.3,-1.0,-19.4,-0.5,-0.3,0.9,-17.1,0.6,-0.6
C/C(CC1CC(COCCC(C)C)OC1=O)=N\NC(N)=S (stereo unspecified),26.1,6.0,2.3,2.3,-1.5,-0.4,-0.5,.,.,-3.3
C/C(Cn1nnc2ccccc21)=N/OC(=O)c1c(F)cccc1F,-5.3,6.9,1.3,-0.8,-2.2,-0.3,0.8,.,-0.3,6.0
CCc1nc2c(OCC(=O)C(C)(C)C)cccn2c1N(C)C(=O)c1ccccc1F,.,-4.4,.,.,-6.1,-0.4,.,.,0.0,.
O=C(NCc1ccccc1)c1n[nH]nc1-c1ccccc1O,29.4,7.7,1.4,-11.6,-14.9,i,2.5,-11.6,.,4.5
O=C(COC(=O)c1nc(Cl)ccc1Cl)c1ccc[nH]1,.,-1.8,.,0.8,-3.4,i,-1.3,-6.1,1.1,-2.6
COc1ccc(C(=O)N2CCCC(Nc3ccc(F)c(F)c3)C2)c(OC)n1 (stereo unspecified),14.5,-5.1,0.5,9.0,-7.3,.,-0.1,-9.7,0.3,3.6
Cn1c(=O)c(C(=O)NNC(=O)c2ccccc2Cl)c(O)c2ccccc21,-28.8,-4.5,-1.5,12.1,1.4,-0.3,82.2*,-3.6,0.7,6.5
CC1CN=C(Nc2ccc(F)cc2)S1 (stereo unspecified),26.2,5.9,2.7,1.5,1.7,0.5,-0.6,1.0,-0.5,3.6
O=C(Nc1nnc(S(=O)(=O)N2CCOCC2)s1)c1ccccc1Br,17.3,-0.9,-4.8,12.2,-9.4,-0.3,-0.2,0.5,3.7,4.6
COC(=O)C1=C(C)NC(C)=C(C(=O)OC)C1C(=O)OC1CCCCC1=O (stereo unspecified),23.3,-0.7&3.0,5.2,-3.4&7.7,1.7&-2.9,-10.0,0.1&-0.2,1.4,2.4,-4.0
CCCC12CN3CC(C)(CN(C1)C3c1ccc3c(c1)OCO3)C2=O (stereo unspecified),5.0,-1.1,-4.3,3.3,-2.1,-1.3,1.0,-11.8,.,-7.9
COC1=C(Nc2ccccc2)C(=O)c2ccccc2C1=O,-5.3,0.5,1.6,-2.6,-2.1,2.0,-1.5,116.9,.,-93.0
O=[N+]([O-])c1ccccc1-c1cc(-c2ccccc2O)n[nH]1,-6.7,-9.7,2.4,8.9,-1.6,-0.9,48.6*,10.0,.,-14.8
C=CCN1C(=O)C(CC(=O)Nc2ccccc2F)S/C1=N\c1nccs1 (stereo unspecified),24.5,-0.6,-5.6,-0.5,-2.6,-0.6,0.7,.,0.3,6.8
O=c1cc(-c2ccccc2)nc2nc(COc3ccccc3)[nH]n12,6.2,-4.6,-5.7,-0.2,-4.7,i,0.1,-22.0,.,1.6

# Molecules from the list above that have bromine (two):
SMILES,DUSP3 inh,Yp Topo-I inh,SARS 3CLpro inh,MazF activator,Anthrax LF prot,Vc quorum ag,PfHsp40 rescue,PriA SSB inh,TcdB inh,Rv3671c inh
O=c1[nH]c(CN2CCN(c3ncccn3)CC2)nc2c(Br)cc(Br)cc12,11.2,7.6,-0.6,-8.0,-6.1,0.4,0.9,-3.5,1.7,-5.5
O=C(Nc1nnc(S(=O)(=O)N2CCOCC2)s1)c1ccccc1Br,17.3,-0.9,-4.8,12.2,-9.4,-0.3,-0.2,0.5,3.7,4.6

# Continuation:
SMILES,DUSP3 inh,Yp Topo-I inh,SARS 3CLpro inh,MazF activator,Anthrax LF prot,Vc quorum ag,PfHsp40 rescue,PriA SSB inh,TcdB inh,Rv3671c inh
CC(c1ccccc1F)n1cc(C(=O)Nc2ccc3nc[nH]c3c2)nn1 (stereo unspecified),27.9,2.2,3.6,7.9,5.0,-3.7,0.5,-0.6,.,1.0
CCCCOCCCNC(=O)N[C@@H](CC(C)C)C(=O)O,6.0,-2.6,-8.3,-0.8,-2.8,i,0.5,-13.3,.,0.8
CCOC(=O)CC(=O)CSc1nc(C)cc(C)c1C#N,-0.9,-6.8,-1.1,-7.2,0.7,-2.9,0.3,-7.4,.,3.2
Cn1nnnc1SCC(=O)Nc1nn(-c2ccccc2)nc1C(N)=O,15.5,6.9,2.8,16.3,3.0,-0.3,-2.2,-8.6,1.4,-5.7
O=C(Nc1ccc2nc(-c3ccc(Br)o3)[nH]c2c1)c1cccs1,31.1,-11.8,-8.7,15.8,-0.7,-7.4,2.5,1.6,.,-9.4
O=C(OCc1ccccc1)N(CCF)c1cn(Cc2ccccc2)c(=O)n(Cc2ccccc2)c1=O,.,38.5,.,6.1,2.3,i,0.8,-2.1,0.0,.
COc1cccc(CN2CCCN(S(=O)(=O)c3ccc(Br)cc3)CC2)c1,-11.3,4.1,4.2,-1.6,0.8,i,0.9,-6.3,.,-0.2
Cc1c(-n2c(SC(C)C(=O)NC(N)=O)nc3ccccc3c2=O)c(=O)n(-c2ccccc2)n1C (stereo unspecified),-0.2,2.3,-3.1,9.4,-8.5,-0.9,-0.9,-3.2,0.6,7.0
COc1ccc(/C=C/C(=O)OCC(=O)Nc2cccc(C(C)=O)c2)cc1,1.9,-4.7,-0.6,14.4,-0.1,-0.2,-2.9,-5.4,.,4.3
CCn1c(CSc2nc3ccccc3s2)nnc1SCC(=O)NCC(=O)OC,9.0,8.1,3.0,-6.5,-2.8,-0.3,0.1,-8.0,.,-1.4
Cc1ccc(-n2c(N)c(C(N)=O)sc2=S)cc1,31.5,-5.3,5.9,4.2,-2.8,-5.3,-1.0,11.8,.,-0.6
CCNc1nc2nc3ccc(C)cn3c(=O)c2cc1C(=O)NCC1CCCO1 (stereo unspecified),12.2,-10.8,0.0,-22.3,2.1,i,-0.3,15.7,-1.1,-5.4
COc1ccc(C(=O)NCc2nnc(SCC(=O)NCc3ccco3)o2)cc1OC,8.0,9.1,-2.2,9.0,1.6,5.9,-0.7,0.7,0.2,2.6
CC1CCN(C(=O)CCC(=O)Nc2nnc(C(F)(F)F)s2)CC1,-22.1,-4.8,-0.1,6.7,-0.7,-0.3,-2.1,9.2,.,-0.9
CC(=O)c1ccc(Nc2nc(-c3cccnc3)cs2)cc1,7.9,1.3,1.8,2.1,-8.5,i,0.9,-9.3,2.6,.
Cc1ccc(S(=O)(=O)Nc2cc(C(F)(F)F)ccc2N2CCOCC2)cc1,1.5,4.4,1.1,-2.0,0.4,-2.0,-0.7,0.9,0.6,-15.9
COc1ccc(CNCCC(c2ccccc2)c2ccc3c(c2)OCO3)cc1 (stereo unspecified),41.1,8.8,0.8,15.8,-4.3,-0.7,0.0,26.1,1.2,-1.6
CCN(CC)C(=O)Oc1ccc(OC(=O)N(CC)CC)cc1,-1.5,15.5,3.4,6.1,-3.2,-0.6,-0.9,-19.1,0.7,7.9
Cc1ccc(-n2ncc3c(=O)n(CC(=O)NCC4CCCO4)cnc32)cc1 (stereo unspecified),16.5,0.0,-2.9,9.7,-3.5,-0.6,-1.5,-2.0,.,2.5
C#CCn1c(O)c(N=NC(=O)CNC(=O)c2cccnc2)c2ccccc21,15.0,5.7,1.2,10.1,-0.3,-2.5,-0.1,1.0,0.9,0.8
CCN(CC)S(=O)(=O)c1ccc(NN)nc1,9.0,14.4,-0.6,5.7,-1.4,-0.8,-0.2,1.6,-3.9,5.3
CCN(CC)C(=O)C1CCCN(Cc2ccc(OC)c(C)c2C)C1 (stereo unspecified),13.3,-4.4,1.2,-3.4,-1.0,i,1.7,-19.8,0.5,5.3
Cc1cc(C)c(S(=O)(=O)c2ccccc2)c(OC(=O)c2c(Cl)cc(Cl)cc2Cl)n1,2.7,5.1,-0.6,-4.4,.,i,-0.2,-16.0,.,-13.0
CCOC(=O)N1CCC(N2C(=O)c3cc(C(=O)NC4CCCCC4)ccc3C2O)CC1 (stereo unspecified),12.8,-6.2,-2.0,3.3,2.1,-0.3,-0.5,-3.7,-0.7,-11.3
CNCc1ccccc1OCc1ccccc1F,36.4,15.4,0.4,-4.2,-3.5,-0.3,1.2,1.1,0.5,-0.4
CN(Cc1nc(-c2ccncc2)no1)S(=O)(=O)c1ccc(Br)cc1,16.3,2.0,-6.9,2.0,-1.3,i,1.0,-14.8,.,0.3
Cc1cc(C)cc(NC(=O)N2CCC(NC(=O)c3ccc(F)cc3)CC2)c1,0.3,0.0,3.2,-1.2,0.6,-0.2,-3.0,-14.8,.,-1.8
CC(=O)Nc1ccc(NC(=O)C2CCCN(C(=O)c3ccc(Cl)cc3)C2)cc1 (stereo unspecified),6.9,5.7,0.4,9.4,5.4,-0.2,-1.2,2.2,-5.6,2.3
CC(C)NC(=S)N/N=C/c1cccnc1,-27.3,-1.7,-2.1,1.3,7.3,i,-0.9,.,2.3,8.4
CCc1nc2c(OCCOc3ccccc3)cccn2c1N(C=O)Cc1ccc(OC)cc1,.,22.7,.,.,-2.1,4.5,.,.,2.9,.

# Part of the list above, with each value named:
Cc1cc(C)cc(NC(=O)N2CCC(NC(=O)c3ccc(F)cc3)CC2)c1
  DUSP3 inh: 0.3; Yp Topo-I inh: 0.0; SARS 3CLpro inh: 3.2; MazF activator: -1.2; Anthrax LF prot: 0.6; Vc quorum ag: -0.2; PfHsp40 rescue: -3.0; PriA SSB inh: -14.8; TcdB inh: .; Rv3671c inh: -1.8
CC(=O)Nc1ccc(NC(=O)C2CCCN(C(=O)c3ccc(Cl)cc3)C2)cc1 (stereo unspecified)
  DUSP3 inh: 6.9; Yp Topo-I inh: 5.7; SARS 3CLpro inh: 0.4; MazF activator: 9.4; Anthrax LF prot: 5.4; Vc quorum ag: -0.2; PfHsp40 rescue: -1.2; PriA SSB inh: 2.2; TcdB inh: -5.6; Rv3671c inh: 2.3

# Assay outcomes (PubChem)
